From PubChem
iPSC survival up = enhancers of human iPSC single-cell survival. hiPSC single-cell survival, ATPlite luminescence; 100% = ROCK inhibitor wells, 0% = DMSO. survival enhancement, % at 20 µM. 360,000 compounds, 0.044% hits; in the data active means survival enhancement above about 18%;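 further: cells exposed to compounds for 16 hours before the ATP read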
Shn3 3UTR inh = reduces Shn3 3'UTR luciferase signal in osteoblasts. Clone20 osteoblast Shn3 3'UTR firefly luciferase, 24 h. inhibition, % at 12.5 µM. 360,000 compounds, 0.52% hits. AID 588674;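 active means mean inhibition of at least 75% with every replicate also reaching 75%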;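 further: 0% = median of neutral control wells and 100% = pilot-screen positive control compound; some compounds past the cut are filed as inactive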
CaV13 FRET inh = Disruptors of the CACNA1D IQ motif to Ca2+-dependent inactivation inhibitor domain association, primary screening, Förster resonance energy transfer in intact living …; HEK cells, CFP/YFP FRET ICDI-IQ, plate reader, 10 min; percent FRET-ratio fall versus neutral wells; inhibition, % at 12.3 µM; 340,000 compounds, 0.098% hits;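 active means mean replicate inhibition of at least 30% and at least 1% of replicates passing that level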;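 further: 0% = median of the neutral control wells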
Peg3 prom inh = Peg3 promoter activity inhibition; HeLa PEG-Prom luciferase reporter, luminescence, overnight; inhibition, % at 20 µM; 360,000 compounds, 1.7% hits; AID 588405;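 active means inhibition of at least 50% at 20 µM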
HTR2A ag = agonists of mouse serotonin 5-HT2A receptor (HTR2A) | CHO-K1 mHTR2A beta-arrestin complementation, luminescence; percent of 30 µM serotonin response | activation, % at 7.6 µM | 360,000 compounds, 0.66% hits;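 active means activation above a run cutoff, the mean activation of all tested compounds plus 3 SD, cut at about 14% in these data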;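 further: 0% = plate median of compound wells and 100% = 30 µM serotonin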
Target sequence (P35363 whole entry, looked up): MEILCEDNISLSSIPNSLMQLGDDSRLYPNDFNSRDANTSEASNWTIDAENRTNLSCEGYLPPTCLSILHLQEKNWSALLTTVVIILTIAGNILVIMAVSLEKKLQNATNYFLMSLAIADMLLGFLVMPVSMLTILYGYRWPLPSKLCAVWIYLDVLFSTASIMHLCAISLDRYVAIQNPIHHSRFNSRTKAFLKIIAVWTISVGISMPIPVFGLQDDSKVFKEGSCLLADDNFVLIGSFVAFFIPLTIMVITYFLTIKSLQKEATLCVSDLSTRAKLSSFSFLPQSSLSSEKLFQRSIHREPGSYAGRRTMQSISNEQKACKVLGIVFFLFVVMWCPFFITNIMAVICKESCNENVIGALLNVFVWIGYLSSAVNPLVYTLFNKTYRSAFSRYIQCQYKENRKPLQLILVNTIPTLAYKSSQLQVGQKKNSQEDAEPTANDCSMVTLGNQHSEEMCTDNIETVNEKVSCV
NR2E3 ag-1 = agonists of human NR2E3 nuclear receptor; Q9Y5X4; 360,000 compounds, 0.35% hits; AID 602229; inhibition of corepressor binding, % at 3.98 µM; CHO-S Gal4-NCOR/VP16-NR2E3 two-hybrid, luciferase;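 active means inhibition above the mean of all tested compounds plus 3 SD, cut at about 70% in these data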;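 further: 0% = DMSO with NR2E3 transfected cells and 100% = cells lacking NR2E3 construct; higher means lower luciferase signal from less NR2E3 corepressor binding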
Target sequence (Q9Y5X4 whole entry, looked up, the tested form may be a part): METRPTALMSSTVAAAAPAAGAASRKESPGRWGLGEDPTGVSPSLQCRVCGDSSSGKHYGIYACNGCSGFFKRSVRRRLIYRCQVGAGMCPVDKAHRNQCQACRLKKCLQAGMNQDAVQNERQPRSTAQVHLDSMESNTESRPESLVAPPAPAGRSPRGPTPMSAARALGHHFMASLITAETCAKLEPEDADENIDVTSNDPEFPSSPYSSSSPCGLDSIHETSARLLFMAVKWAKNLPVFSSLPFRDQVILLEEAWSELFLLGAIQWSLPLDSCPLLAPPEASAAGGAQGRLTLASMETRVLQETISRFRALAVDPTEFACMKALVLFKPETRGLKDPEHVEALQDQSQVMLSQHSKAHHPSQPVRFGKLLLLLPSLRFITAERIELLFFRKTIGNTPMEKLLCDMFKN
HIF-2a block = HIF-2a inhibition; AID 624352; 360,000 compounds, 0.72% hits; inhibition, % at 18.8 µM; 786-0 RCC cells HIF-2a reporter, luciferase luminescence, overnight;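 active means inhibition of the luminescence signal of 40% or more relative to plate controls, in a single-dose primary screen at 18.75 µM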
MITF TRPM1 inh = MITF TRPM1 promoter inhibition in SK-MEL-5 cells. inhibition, % at 12.5 µM. AID 488899. SK-MEL-5 TRPM1 promoter luciferase, 24 h. 330,000 compounds, 0.83% hits;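 active means mean inhibition across replicates of 60% or more, whatever share of single replicates reaches that level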; further: values of inactives mirror those of a sister screen read the other way
PDI inh = PDI (human) enzyme inhibition | P07237 | PDI insulin aggregation turbidity, A650, 90 min | inhibition, % at 10 µM | 350,000 compounds, 0.052% hits | AID 588391;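 active means mean inhibition across replicates of 30% or more, whatever share of single replicates reach that level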;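 further: absorbance from insulin aggregation driven by PDI reduction with DTT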
H9c2 protect = protects H9c2 cardiomyocytes from peroxide injury; H2O2 injury protection, ATPLite, 2 h; protection from H2O2 cell death, % at 20 µM; AID 588492; 360,000 compounds, 0.63% hits;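 active means compounds giving at least 50% protection of heart cells from peroxide-induced death in the single-dose screen, raw or plate-pattern-corrected value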;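 further: 0% = DMSO wells with peroxide and 100% = DMSO wells without peroxide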
NR2E3 ag-2 = NR2E3 (human) agonism; Q9Y5X4; GST-NR2E3/biotin-RetCOR TR-FRET, 1536-well; inhibition of corepressor binding, % at 4.78 µM; 320,000 compounds, 0.12% hits; AID 2300;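 active means percent inhibition above the cutoff of mean plus 3 SD of all tested compounds, set per screening campaign, cut at about 20% in these data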;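 further: 0% = DMSO wells and 100% = biotin wells as full block of FRET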
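Format: 1536-well format; test system: GST-NR2E3 and biotin-RetCOR proteins; read-out basis: percent inhibition of TR-FRET ratio; timing: 5 h incubation at 4 °C; detection: time-resolved FRET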
* = called active by the depositor; . = not tested or not shown.

SMILES	iPSC survival up	Shn3 3UTR inh	CaV13 FRET inh	Peg3 prom inh	HTR2A ag	NR2E3 ag-1	HIF-2a block	MITF TRPM1 inh	PDI inh	H9c2 protect	NR2E3 ag-2
CCOc1cccc(-c2csc(C3COc4ccccc4O3)n2)c1 (centres undefined)	0.0	-71.9	-2.8	-211.2	-1.1	-27.2	-194.6	-73.1	1.5	-6.9	0.3
COC(=O)[C@]12CCCCC=C1N(Cc1cccc3ccccc13)C(=O)[C@H](CC(=O)NCCCCc1ccccc1)C2	-1.3	.	-9.2	.	-6.4	-3.0	-12.8	.	.	.	.
O=C(COC(=O)CNS(=O)(=O)c1c(F)cccc1F)NC(=O)NC1CCCCC1	-0.5	-16.4	-4.8	2.5	-1.0	-10.8	1.3	-4.8	3.7	5.9	3.3
Cc1cccc(C)c1N1CCN(S(=O)(=O)N(C)C)CC1	1.2	12.6	-4.2	3.6	-0.5	-13.8	8.9	-1.0	-10.1	-9.2	0.7
O=C(O)c1ccccc1O	-1.7	-5.9	-6.1	-6.9	0.1	26.4	0.4	-6.7	-0.5	-7.8	6.0
NC(=O)C1CC(=O)N(c2ccc(OCC(=O)Nc3ccc(F)cc3)cc2)C1 (centres undefined)	-0.6	5.8	-2.4	-16.4	12.3	-2.2	-32.4	-5.3	10.0	4.8	2.7
CCCC1NC(=O)c2cccnc2-n2c1nc1cc(C)cc(C)c1c2=O (centres undefined)	4.7	12.2	-3.2	8.0	-2.9	29.7	-9.1	.	-8.5	1.2	.
Cc1cccc(/C=N\NC(=O)c2csnn2)c1	1.6	-20.7	.	-156.6	-0.6	-3.5	-177.4	-60.9	1.0	-5.9	3.5
FC(F)(F)c1nc(NCc2ccccc2)c2nnn(Cc3ccccc3)c2n1	-0.6	11.0	4.4	18.8	0.7	-8.5	-6.4	12.4	-3.6	-16.6	-1.4
CCCSc1nnc(-c2c[nH]c3ccccc23)n1CC	0.3	10.6	-6.7	-27.4	-3.8	-26.0	-35.9	-13.6	.	-5.5	4.3
O=C(Nc1ccc(-n2cccn2)cc1)C1CCN(Cc2ccsc2)CC1	1.1	15.1	-5.3	3.3	2.7	4.3	11.3	-3.0	0.5	14.8	2.2
COc1ccc(/C=N/N2C(=O)CSC2=S)cc1Br	-3.1	-5.5	-5.3	-13.8	0.1	-20.7	-1.2	9.8	-9.3	2.0	2.1
COc1ccccc1NC(=O)CN1CCN(c2ccccn2)CC1	0.8	13.8	-6.8	3.4	16.1*	-0.6	13.1	6.9	4.6	6.0	1.3
COc1ccccc1C(c1nnnn1CC1CCCO1)N1CCC(C(N)=O)CC1 (centres undefined)	2.8	2.6	-4.8	8.4	4.7	-4.5	13.1	3.6	3.0	-5.4	-0.7
Cn1nc(-c2ccc(Cl)cc2)c2cc(C(=O)N3CCN(c4ccccc4)CC3)sc21	-0.6	21.8	47.9*	3.8	-6.3	-47.1	10.8	23.5	-4.1	-1.1	1.2
CC(=O)Nc1ccc(S(=O)(=O)NCC(=O)OCC(=O)c2ccc[nH]2)cc1	-0.5	0.7	-3.2	1.6	-1.5	-7.4	-0.4	-8.6	-5.1	4.6	.
CCN(CC(=O)Nc1c(F)cccc1F)C(=O)CCCOc1ccc(OC)cc1	-0.5	-8.0	-4.1	-1.1	6.9	-17.6	15.9	-6.4	-4.4	-1.8	-3.3
COc1ccc(-c2csc3nc(-c4ccccc4)oc(=O)c23)cc1OC	-0.1	-15.4	-6.9	-24.8	0.6	-20.7	-69.9	5.5	3.5	-11.7	0.8
Cc1ccc(NS(=O)(=O)c2ccc(CCC(=O)NCc3ccccn3)cc2)cc1	0.4	5.1	6.8	-7.0	3.3	-15.5	9.8	-15.1	0.4	1.5	3.7
COc1ccc(NC(=O)N(C)C[C@@H]2OCc3cnnn3CCCC(=O)N([C@@H](C)CO)C[C@H]2C)c(OC)c1	-1.7	-10.9	-6.7	0.8	-4.3	-2.9	4.0	.	-0.6	2.5	.

Reprinted from the part before: 3 compounds, then new ones.
SMILES	iPSC survival up	Shn3 3UTR inh	CaV13 FRET inh	Peg3 prom inh	HTR2A ag	NR2E3 ag-1	HIF-2a block	MITF TRPM1 inh	PDI inh	H9c2 protect	NR2E3 ag-2
COc1ccc(-c2csc3nc(-c4ccccc4)oc(=O)c23)cc1OC	-0.1	-15.4	-6.9	-24.8	0.6	-20.7	-69.9	5.5	3.5	-11.7	0.8
Cc1ccc(NS(=O)(=O)c2ccc(CCC(=O)NCc3ccccn3)cc2)cc1	0.4	5.1	6.8	-7.0	3.3	-15.5	9.8	-15.1	0.4	1.5	3.7
COc1ccc(NC(=O)N(C)C[C@@H]2OCc3cnnn3CCCC(=O)N([C@@H](C)CO)C[C@H]2C)c(OC)c1	-1.7	-10.9	-6.7	0.8	-4.3	-2.9	4.0	.	-0.6	2.5	.
COc1ccc(/C=C(\C#N)C(=O)NCc2cccs2)cc1OC	-0.3	-6.9	-13.2	-3.3	1.7	-18.1	-4.3	8.0	-2.3	11.7	1.1
O=C(NCCCN1CCOCC1)c1ccc(Sc2ccccc2Cl)c([N+](=O)[O-])c1	-1.8	10.6	-2.2	-4.2	-10.4	5.2	12.3	-14.0	4.2	6.8	3.1
Cc1ccc(S(=O)(=O)CCC(=O)OCC(=O)N(C)c2ccccc2)cc1	-0.2	-6.2	-6.0	-3.8	10.9	-16.8	8.8	5.3	-4.5	-0.3	.
Cc1cc(C)cc(Nc2nc3c(S(=O)(=O)c4ccccc4)nnn3c3ccccc23)c1	3.0	-7.7	-1.4	-0.8	1.1	9.8	15.0	0.4	1.3	7.2	-3.2
O=C(CSC(=S)N1CCCC1)Nc1cc2c(cc1Br)OCCO2	-0.5	7.6	-2.3	-50.9	5.0	-32.5	-33.4	-14.2	-4.1	-2.7	4.0
CC(C)(C)[C@H]1C=C(C(=O)NCc2ccccc2)O[C@@H](OCc2ccc(CO)cc2)C1	0.5	-5.3	-5.9	9.9	-5.2	-15.5	16.1	.	-0.5	5.2	5.1
COc1cc(OC)cc(-c2noc([C@H]3C[C@H](O)[C@@H](CO)O3)n2)c1	5.1	-9.2	-5.0	-6.0	7.0	-16.1	-3.8	.	0.1	-2.1	.
CC(C)(C)OC(=O)N1CCC(CNC(=O)c2cccs2)CC1	-0.5	-2.1	-17.5	-0.3	3.9	-5.8	14.3	-2.8	7.8	9.0	0.3
COc1ccc(-c2cnc3cccnn23)cn1	-0.8	-10.5	-4.6	-36.2	-2.4	-34.5	-71.1	.	8.5	12.6	.
CCOC(=O)N1CCN(C(=O)c2nc3ccccc3s2)CC1	-1.0	-26.0	.	-137.6	3.4	-96.4	-179.8	-31.4	0.7	-4.4	4.4

Quoted from the listing.
CC(C)(C)OC(=O)N1CCC(CNC(=O)c2cccs2)CC1 – NR2E3 ag-1 = -5.8
NC(=O)C1CC(=O)N(c2ccc(OCC(=O)Nc3ccc(F)cc3)cc2)C1 (centres undefined) – HTR2A ag = 12.3

Other entries.
SMILES	iPSC survival up	Shn3 3UTR inh	CaV13 FRET inh	Peg3 prom inh	HTR2A ag	NR2E3 ag-1	HIF-2a block	MITF TRPM1 inh	PDI inh	H9c2 protect	NR2E3 ag-2
COc1cccc(C(=O)NNC(=O)c2ccc3ccccc3c2O)c1	-0.3	-14.0	-3.4	7.9	-1.7	-3.1	-1.2	0.8	-10.4	23.9	-3.1
O=C(Cn1ccccc1=O)NCc1ccc(F)cc1	-0.1	2.6	-4.4	-6.0	6.4	-6.6	-4.4	-3.3	5.5	-6.5	1.6
O=C(CSCc1c(Cl)cccc1Cl)Nc1ccccc1-c1ccccc1	-2.2	5.2	-4.3	25.1	-1.0	6.0	18.2	7.2	3.9	-7.8	2.7
C#CC[N+]1(CC#Cc2ccc(C#CC[N+]3(CC#C)CCOCC3)cc2)CCOCC1	-0.4	12.6	.	9.7	3.8	11.7	11.4	-6.0	-1.8	-7.3	-0.3
Cc1cccc(C(=O)Nc2nc3ccc(S(C)(=O)=O)cc3s2)c1	-0.1	-45.5	-4.4	-280.1	0.5	-148.4	-234.8	-48.8	-6.7	-11.3	.
Cc1cc(C)c(O)c(CN(C)Cc2cc(Cl)cc(Cl)c2O)c1	0.2	19.5	-10.0	39.0	-1.0	-15.6	15.9	24.2	4.3	39.2	.
Cc1ccc(-c2nnc(N(C)C(=O)C3CCCO3)s2)cn1 (centres undefined)	0.4	-31.9	0.9	-66.2	-3.5	-10.7	-40.1	-33.4	-11.5	2.7	2.3
CC(=O)c1ccc(NC(=O)CSc2nnc(-c3ccncc3)o2)cc1	0.7	-7.7	-5.7	-3.6	-3.8	-8.8	-4.7	-2.4	-5.6	4.0	7.0
CCn1c(C)cc(=O)cc1-c1ccc(Cl)cc1	-0.4	2.7	-18.8	-7.6	1.6	1.9	16.0	4.7	-13.1	-2.3	-0.4
Cc1c(C(=O)N/N=C/c2ccc(N3CCOCC3)cc2)nc2ccccn12	-1.2	11.8	-4.2	13.4	-1.6	1.8	2.9	-2.4	5.2	11.5	-2.6
O=C(CN(Cc1ccccc1Cl)C(=O)c1csnn1)NCc1ccc2c(c1)OCO2	-0.8	12.6	-7.3	9.3	-0.8	-12.9	4.3	1.2	-39.2	4.7	0.4
Cc1ccc(NNC(=O)CCc2ccccc2)c(C)c1	1.1	1.1	-3.8	-7.1	-2.7	-10.8	13.0	-4.7	-8.7	-1.5	-1.8
COc1ccc(CCNC(=O)COC(=O)c2ccc(C)s2)cc1	-0.4	10.1	-6.7	-2.3	4.0	-3.2	0.0	-8.1	-0.6	0.7	3.1
CCc1ccc(NC(=O)Nc2cccs2)cc1	-3.4	32.9	.	-349.9	6.8	-101.6	-191.4	-75.6	-2.9	-32.4	2.9
O=C(CCC1CCCN(C(=O)CC2=CCCCC2)C1)N1CCN(c2ccccn2)CC1 (centres undefined)	2.2	1.2	1.4	9.5	-4.6	13.3	10.2	-0.3	2.9	-1.2	9.6
Cc1cccc(NC(=O)CCC(=O)N2CCOCC2)n1	0.0	-22.5	-1.6	-12.5	7.0	3.4	-28.5	-3.0	-3.5	5.4	1.1
CC(C)(C)N(Cc1ccccc1)C(=O)COC(=O)c1ccccc1SCC(=O)N1CCCC1	-0.4	10.7	.	17.7	-6.3	-52.3	12.1	17.7	5.0	4.1	-0.4
CCOC(=O)c1ccc(NC(=O)CSc2nc(C)nc3c2c(=O)n(C)c(=O)n3C)cc1	-3.4	-6.8	-5.9	-7.6	-6.5	2.8	13.1	-8.7	.	38.8	-0.2
O=C(Cc1c[nH]c2ccccc12)OCC(=O)c1ccccc1	-4.4	-21.0	-5.1	8.3	-6.0	2.4	10.9	14.7	4.4	2.9	2.3
Cc1ccc(NC(=O)CCCn2nc(C)c3c(C)n(-c4ccccc4)nc3c2=O)c(Cl)c1	0.3	-1.0	-2.6	12.8	-5.5	-15.0	-2.2	10.7	3.5	2.0	1.0
Cc1cccc(OCC(=O)NCC2CCCO2)c1C (centres undefined)	-0.4	-29.6	-7.1	1.1	1.2	-20.6	2.9	-4.8	6.0	3.6	5.2
